IL1B NFkB inh – inhibitors of IL-1B driven NFkB p65 nuclear import, primary screen, imaging, HUVEC, IL-1B stimulus, high-content imaging; inhibition, % at 2 µM; 94,000 compounds, 0.43% hits; AID 796, 2007; HUVEC IL-1B NFkB p65 nuclear translocation imaging;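 active = inhibition above about 30% together with a positive call from visual inspection of the well image, limit read from the data; inconclusive = inhibition above a set limit but visual check negative; inactive = inhibition not above a set limit, visual check negative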;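 also: nuclear over cytoplasmic p65 intensity ratio measured by imaging; 0% = IL-1B stimulated DMSO wells and 100% = unstimulated DMSO wells; values of inactives mirror those of a sister screen read the other way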
NFkB transloc pot – enhancers of NFkB p65 translocation in HUVEC – imaging, IL-1B stimulus, high-content imaging, primary screen | 94,000 compounds, 0.3% hits | HUVEC IL-1B NFkB p65 nuclear translocation imaging | activation, % at 2 µM | AID 819, 2007;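 active = activation above 40%, about the mean plus 3 SD, also judged a hit on visual image review; inconclusive = activation above 40% but not a hit on visual review; inactive = activation not above 40% and no visual hit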;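 also: percent activation is computed from the nuclear over cytoplasmic p65 intensity ratio; values of inactives mirror those of a sister screen read the other way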
MRP resist rev – reversal of MRP1-mediated doxorubicin resistance, primary screen, H69AR cells, doxorubicin co-treatment; H69AR cells + 2 uM doxorubicin, CellTiter-Glo, 72 h; differential viability (reversal), % at 10 µM; 85,000 compounds, 0.04% hits;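 active = viability drop by adding the cancer drug above about 55%, with treated viability meeting a 40% cutoff, limit read from the data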;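 also: viability without doxorubicin minus viability with 2 µM doxorubicin for each compound; larger differential means the compound sensitizes cells more to doxorubicin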
PLAP inhibition – PLAP enzyme inhibitors, biochemical, luminescence, HTS (AID 690) | inhibition, % at 20 µM, or IC50 in µM where a hit was titrated | 96,000 compounds, 0.08% hits | purified PLAP, luminescent substrate; higher % means a stronger effect; in the data active = a potency from the dose series; inactive = the rest, 99 in 100 with inhibition below about 30%; also: strong numbers were not always called active
Bcl-B displacement – displacers of TR3 peptide from Bcl-B, primary screen, selectivity assay for Bfl-1 inhibitor project, biochemical, fluorescence polarization | Bcl-2-like protein 10 (Homo sapiens) | FP displacement of FITC-TR3 peptide from Bcl-B; higher % means a stronger effect | one-dose displacement, % at 20 µM; IC50 in µM for titrated hits | 96,000 compounds, 0.11% hits;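 active = displacement above 50% at 20 µM plus a fluorescence interference ratio under 1.5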;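 also: plate controls were wells without compound for no effect and wells lacking Bcl-B protein for full effect; a part of the inactive calls stands beside numbers as strong as those of hits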
MRP resist rev cytotoxicity – further read-out of MRP resist rev, marked with its call; viability, %; H69AR cells, CellTiter-Glo, 72 h; measured here: cytotoxicity without doxorubicin
MRP resist rev with doxorubicin – further read-out of MRP resist rev, marked with its call; viability, %; measured here: viability with 2 uM doxorubicin; hits give low values
IL1B NFkB inh cell count 2 µM – second read-out of IL1B NFkB inh, no call of its own (marks repeat the call); cell count; measured here: cells passing quality filter;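 raw number of nuclei counted in each imaged well without normalization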
NFkB transloc pot cell count 2 µM – also measured in NFkB transloc pot; calls as there; cell count; measured here: cells passing quality filter
* marks the source's active call; other numbers are inactive results; ? = inconclusive; · = no result given. These rows are one share of the data; count on the stated rates, not on these rows.

SMILES	IL1B NFkB inh	IL1B NFkB inh cell count 2 µM	NFkB transloc pot	NFkB transloc pot cell count 2 µM	MRP resist rev	MRP resist rev cytotoxicity	MRP resist rev with doxorubicin	PLAP inhibition	Bcl-B displacement
CC1=C/C(=N\OC(=O)/C=C/c2ccccc2)C(C)=CC1=O	-12	179	12	179	·	·	·	17%	0%
O=C(O)CCC(=O)CCC(=O)c1ccc(Cl)cc1	2	70	-2	70	-25	74	99	-14%	3%
Cc1ccc(NC(=O)NCCc2ccc(S(N)(=O)=O)cc2)cc1	-21	170	21	170	7	97	90	12%	-2%
COc1cccc(NC(=O)C2CCCN(S(=O)(=O)c3cccc4cccnc34)C2)c1 (configuration not stated)	0	46	0	46	13	82	69	5%	-4%
CCCCNC(=O)CCCn1c(=O)[nH]c2ccc(Br)cc2c1=O	·	·	·	·	-15	78	93	28%	-8%
N#C/C(C(N)=O)=c1/ccc2c(c1)N1C3=C(CCCC3)CC3CCCCC31N=2 (configuration not stated)	-16	114	16	114	0	2	2	-20%	·
CC(C)(C)c1cc(C(=O)O)n[nH]1	-13	199	13	199	-2	88	90	-23%	-27%
O=C(CN1C(=O)c2ccccc2C1=O)N1CCN(c2ccccn2)CC1	6	145	-7	145	8	92	84	-5%	10%
C=CCn1c(SCC(=O)Nc2ccccc2CC)nnc1-c1ccncc1	-17	106	17	106	17	96	79	16%	0%
CNS(=O)(=O)c1cc(OCC(N)=O)c(C)cc1Cl	-22	65	22	65	1	91	90	-12%	-4%
CCN(CC)CCN(Cc1cc2cc(C)ccc2[nH]c1=O)C(=O)Nc1ccccc1OC	3	178	-3	178	-1	62	63	-51%	4%
CCOc1ccc(/C=C/[N+](=O)[O-])c2ccccc12	61*	94*	-61	94	·	·	·	-4%	6%
O=C(O)c1cc2ccccc2n1-c1ccccc1	·	·	·	·	12	94	82	-34%	-2%
CCN(CC)CCOCCOc1ccccc1F	-18	169	18	169	-5	104	109	-2%	13%
Nc1nnnn1NCc1cccc(OCc2ccccc2)c1	-8	178	8	178	20	103	83	-1%	1%
COc1ccccc1N(CC(=O)NC1CCCCC1)C(=O)CCC(=O)Nc1ccccn1	-9	124	9	124	5	93	88	-43%	-2%
Cc1noc(N)c1C(=O)Nc1ccc(F)cc1	0	95	0	95	5	99	95	-6%	1%
CCCn1nc(C(=O)Nc2cc(C(=O)OC)ccc2C)c2ccccc2c1=O	-14	149	14	149	10	80	70	2%	3%
O=C(c1ccc(Cl)s1)N1CCN(c2nc3ccccc3s2)CC1	-12	72	12	72	-2	79	81	16%	-7%
Cc1cc(=O)oc2cc(OCC(O)CN3CCc4ccccc4C3)ccc12 (configuration not stated)	-10	164	10	164	11	88	77	-45%	6%
Cc1cc(C)n2nc(S(=O)(=O)N(C)c3ccccc3)nc2n1	-27	40	27	40	6	85	79	-1%	0%
Cc1ccc(C)c(C(=O)CN2C(=O)c3ccccc3S2(=O)=O)c1	5	145	-5	145	-8	95	102	0%	8%
O=C(c1ccc(Cl)cc1)c1ccccc1C(=O)N1CCOCC1	11	142	-11	142	-18	79	97	-26%	-4%
Cc1ccc(Nc2nc3c(c(=O)[nH]2)CCCC3)cc1	-18	115	18	115	3	91	88	·	·
CCOC(=O)Cc1cc(=O)n2[nH]c(C)cc2n1	-14	133	14	133	-2	89	91	17%	-8%
Oc1ccc(/C=N/Nc2nccnc2Cl)cc1	2	156	-2	156	6	75	69	-12%	11%
O=c1c2ccccc2c2ccccc2c(=O)n1Cc1cccnc1	·	·	·	·	14	103	89	-4%	-2%
COc1ccc(N2C(=O)C3ON(C4SC(=S)N(C)C4(C)C)C(c4ccc([N+](=O)[O-])cc4)C3C2=O)cc1 (configuration not stated)	-16	180	16	180	·	·	·	-3%	-3%
CC(C)C(=O)N1CCC(CN=CC2=C(O)CC(C)(C)CC2=O)CC1	2	101	-2	101	7	106	99	·	·
Cc1cc2ncn(S(=O)(=O)N(C)C)c2cc1C	-3	157	3	157	8	92	83	8%	9%
Cn1c(CN2CCOCC2)nc2cc(NC(=O)c3ccc(F)cc3)ccc21	-8	164	8	164	-4	81	85	-29%	13%
Cc1cc(-c2ccco2)n(CC(=O)O)n1	·	·	·	·	3	106	103	4%	-8%
Cc1ccc(C(=O)Nc2ccc(O)cc2C(=O)O)cc1C	-119	162	119*	162*	5	92	87	10%	0%
Cn1c(=O)[nH]c(=O)c2c1nc(N1CCCCCC1)n2Cc1cccc2ccccc12	9	136	-9	136	-1	58	60	12%	1%
CCn1nc(NC(=O)c2ccncc2)c2cc3cccc(C)c3nc21	0	82	0	82	-4	60	64	2%	-3%
Cc1cc(/C=C(/C#N)c2cccc(F)c2)c(C)n1-c1cccnc1	-5	171	5	171	42	64	22	-59%	-33%
Cc1ccc(S(=O)(=O)N2CCCN(S(=O)(=O)c3ccc4ccccc4c3)CC2)cc1	0	122	0	122	-6	46	53	·	·
O=C(CSc1n[nH]c(-c2ccncc2)n1)Nc1ccccn1	-9	145	9	145	8	88	80	-9%	-4%
C/C(=N/N1CCN(c2ccccn2)CC1)c1ccc([N+](=O)[O-])cc1	-4	128	4	128	·	·	·	-1%	-2%
CCCCNC(=O)CSc1nc2ccccc2c(=O)n1CCNC(C)=O	-6	162	6	162	9	93	84	0%	-6%
COc1ccc(C(=O)N2CCC(n3c(C)nc4cc(F)ccc43)CC2)cc1OC	-2	121	2	121	5	83	78	-32%	26%
O=C(CNC(=O)c1cc2ccccc2o1)NCc1cccs1	6	98	-6	98	-5	89	94	·	·
CCn1cc(C(=O)Nc2ccc(-n3cnnn3)c(OC)c2)c(=O)c2ccc(C)nc21	-55	135	?	·	14	89	75	3%	-11%
CS(=O)(=O)N(CCc1ccccc1)CC(=O)N1CCN(Cc2ccc3c(c2)OCO3)CC1	7	138	-7	138	4	91	87	-60%	-4%
C=CCn1c(N)cc(=O)nc1SCC(=O)Nc1ccccc1	12	69	-12	69	8	87	79	5%	-7%
Cc1ccc(C(O)c2nc3ccccc3n2C(C)C)cc1 (configuration not stated)	-4	161	4	161	-9	85	93	-158%	-4%
Cc1ccc(C(=O)N(NC2=NS(=O)(=O)c3ccccc32)S(=O)(=O)c2ccc(C)cc2)cc1	-6	150	7	150	·	·	·	-19%	-7%
O=C(NCc1cccnc1)c1noc2c1CCCCC2	·	·	·	·	7	101	93	14%	-9%
COCCNS(=O)(=O)c1ccc(-c2ccc(C)cc2)cc1	2	71	-2	71	8	83	75	8%	3%
Cc1ccccc1C(=O)NC(=S)Nc1sc2c(c1C#N)CCCC2	?	·	-33	101	·	·	·	-18%	0%
COc1cc2ncnc(NCc3ccccc3C)c2cc1OC	-3	138	3	138	·	·	·	-2%	2%
COc1ccc(CNC(=O)c2ccc(=O)oc2)cc1OC	-22	139	22	139	-14	69	84	-1%	8%
Cc1ccc(S(=O)(=O)NCCCCCC(=O)NC(C)(C)CO)cc1	-12	112	12	112	24	104	80	-21%	-6%
Cc1nn(-c2ccc(F)cc2)c2sc(C(=O)N3CCCCCC3)cc12	3	149	-3	149	-10	77	87	13%	4%
CCCn1c(SCC(=O)Nc2nc3c(s2)CCCC3)nc2c1c(=O)n(C)c(=O)n2C	-21	163	21	163	-6	32	38	0%	2%
O=C(CC12CC3CC(CC(C3)C1)C2)NCC(=O)N1CCc2ccccc2C1	-6	202	5	202	·	·	·	8%	-3%
COc1ccc(N2CCN(c3oc(Cc4cccc5ccccc45)nc3C#N)CC2)cc1	0	152	0	152	24	100	77	-5%	7%
O=C1c2ccccc2C(=O)N1Cc1nc2ccccc2o1	7	84	-7	84	-7	92	99	1%	6%
COc1ccc(N2CCN(C(=S)Nc3cccc(C)c3C)CC2)cc1	4	107	-5	107	·	·	·	2%	-7%
CCSc1nc(O)c(C2OC(=O)c3c2ccc(OC)c3OC)c(=O)n1-c1ccccc1 (configuration not stated)	7	66	-7	66	-5	99	104	-19%	20%

A section from further up:
SMILES	IL1B NFkB inh	IL1B NFkB inh cell count 2 µM	NFkB transloc pot	NFkB transloc pot cell count 2 µM	MRP resist rev	MRP resist rev cytotoxicity	MRP resist rev with doxorubicin	PLAP inhibition	Bcl-B displacement
COc1ccc(C(=O)N2CCC(n3c(C)nc4cc(F)ccc43)CC2)cc1OC	-2	121	2	121	5	83	78	-32%	26%
O=C(CNC(=O)c1cc2ccccc2o1)NCc1cccs1	6	98	-6	98	-5	89	94	·	·
CCn1cc(C(=O)Nc2ccc(-n3cnnn3)c(OC)c2)c(=O)c2ccc(C)nc21	-55	135	?	·	14	89	75	3%	-11%
CS(=O)(=O)N(CCc1ccccc1)CC(=O)N1CCN(Cc2ccc3c(c2)OCO3)CC1	7	138	-7	138	4	91	87	-60%	-4%
C=CCn1c(N)cc(=O)nc1SCC(=O)Nc1ccccc1	12	69	-12	69	8	87	79	5%	-7%
Cc1ccc(C(O)c2nc3ccccc3n2C(C)C)cc1 (configuration not stated)	-4	161	4	161	-9	85	93	-158%	-4%
Cc1ccc(C(=O)N(NC2=NS(=O)(=O)c3ccccc32)S(=O)(=O)c2ccc(C)cc2)cc1	-6	150	7	150	·	·	·	-19%	-7%
O=C(NCc1cccnc1)c1noc2c1CCCCC2	·	·	·	·	7	101	93	14%	-9%
COCCNS(=O)(=O)c1ccc(-c2ccc(C)cc2)cc1	2	71	-2	71	8	83	75	8%	3%
Cc1ccccc1C(=O)NC(=S)Nc1sc2c(c1C#N)CCCC2	?	·	-33	101	·	·	·	-18%	0%
COc1cc2ncnc(NCc3ccccc3C)c2cc1OC	-3	138	3	138	·	·	·	-2%	2%
COc1ccc(CNC(=O)c2ccc(=O)oc2)cc1OC	-22	139	22	139	-14	69	84	-1%	8%

New compounds follow.
SMILES	IL1B NFkB inh	IL1B NFkB inh cell count 2 µM	NFkB transloc pot	NFkB transloc pot cell count 2 µM	MRP resist rev	MRP resist rev cytotoxicity	MRP resist rev with doxorubicin	PLAP inhibition	Bcl-B displacement
CCCN(CCC)Cc1c(C(=O)OCC)nnn1-c1nonc1N	7	104	-7	104	19	98	80	5%	-3%
CC(CCc1ccccc1)NCc1ccncc1 (configuration not stated)	·	·	·	·	-7	98	105	18%	-8%
Cn1cc(Cl)c(C(=O)Nc2nc3ccc(Cl)cc3s2)n1	4	171	-4	171	·	·	·	-14%	-10%
COc1ccc2c(=O)c(N3C(=O)c4ccccc4C3=O)c(C)oc2c1	-24	125	25	125	·	·	·	5%	-8%
Cn1c(SCC(=O)NC(C)(C)C)nnc1-c1cnccn1	-2	168	2	168	20	66	46	-7%	-2%
Cc1ccc(N(CC(=O)NC2CCCC2)C(=O)c2c(C)noc2C)cc1C	-9	145	9	145	-10	73	84	-17%	5%
c1cnc2c(OCc3cn4cccnc4n3)cccc2c1	4	169	-4	169	0	102	101	-3%	8%
O=C(c1ccco1)N(CCCN1CCOCC1)c1nc(-c2ccc(F)cc2)cs1	-10	110	10	110	23	43	19	-60%	-14%
COC(=O)C(NC(=O)c1ccccc1)=C1C=C(C)OC(C)=C1	-28	124	28	124	27	101	75	6%	0%
COc1ccc(-c2cc(C(=O)NC(C)C)no2)cc1	-4	64	4	64	-7	85	92	21%	4%

High-throughput results as filed in PubChem BioAssay.
